Screening data as filed in PubChem BioAssay.
Autofluor Jurkat: autofluorescence counter-screen for VLA-4 integrin assays; Jurkat cells, compound autofluorescence, flow cytometry; hits give high values; 1 = vehicle-only cell background; 0.61% of 24,000 active; fluorescence ratio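 (tested at 10 µM compound in the well)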; AID 576;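 active means fluorescence ratio above 2.44, which is 1 plus 3 SD of all ratios; inconclusive means signal too bright to measure linearly, ratio around 10 or more; inactive means fluorescence ratio below 2.44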;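 further: green fluorescence of cells measured with 488 nm excitation and 530 nm emission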
Prostate diff: activators of LNCaP prostate cell differentiation; flow cytometry side scatter, 4 d; side scatter shift, % at 10 µM; 0.56% of 24,000 active; AID 795;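 active means side scatter shift above 30%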;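 further: androgen-responsive LNCaP prostate cancer cells in charcoal-stripped serum medium; percent of cells past a gate set so DMSO wells show 10% shift; higher shift means more granular cells and more differentiation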
VLA-4 allo ag: allosterically activates the human VLA-4 integrin; P13612; Jurkat cells, LDV-FITC binding, flow cytometry; activation, % at 10 µM (by protocol); 24,000 tested, under 10 active; AID 528;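 active means fluorescent ligand binding to cells raised by more than 40% of the manganese-induced maximum; inconclusive means compound's own fluorescence above 85% of the ligand control signal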;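 further: 0% = ligand binding without compound and 100% = manganese-stimulated maximal binding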
Target sequence (P13612 whole entry, looked up): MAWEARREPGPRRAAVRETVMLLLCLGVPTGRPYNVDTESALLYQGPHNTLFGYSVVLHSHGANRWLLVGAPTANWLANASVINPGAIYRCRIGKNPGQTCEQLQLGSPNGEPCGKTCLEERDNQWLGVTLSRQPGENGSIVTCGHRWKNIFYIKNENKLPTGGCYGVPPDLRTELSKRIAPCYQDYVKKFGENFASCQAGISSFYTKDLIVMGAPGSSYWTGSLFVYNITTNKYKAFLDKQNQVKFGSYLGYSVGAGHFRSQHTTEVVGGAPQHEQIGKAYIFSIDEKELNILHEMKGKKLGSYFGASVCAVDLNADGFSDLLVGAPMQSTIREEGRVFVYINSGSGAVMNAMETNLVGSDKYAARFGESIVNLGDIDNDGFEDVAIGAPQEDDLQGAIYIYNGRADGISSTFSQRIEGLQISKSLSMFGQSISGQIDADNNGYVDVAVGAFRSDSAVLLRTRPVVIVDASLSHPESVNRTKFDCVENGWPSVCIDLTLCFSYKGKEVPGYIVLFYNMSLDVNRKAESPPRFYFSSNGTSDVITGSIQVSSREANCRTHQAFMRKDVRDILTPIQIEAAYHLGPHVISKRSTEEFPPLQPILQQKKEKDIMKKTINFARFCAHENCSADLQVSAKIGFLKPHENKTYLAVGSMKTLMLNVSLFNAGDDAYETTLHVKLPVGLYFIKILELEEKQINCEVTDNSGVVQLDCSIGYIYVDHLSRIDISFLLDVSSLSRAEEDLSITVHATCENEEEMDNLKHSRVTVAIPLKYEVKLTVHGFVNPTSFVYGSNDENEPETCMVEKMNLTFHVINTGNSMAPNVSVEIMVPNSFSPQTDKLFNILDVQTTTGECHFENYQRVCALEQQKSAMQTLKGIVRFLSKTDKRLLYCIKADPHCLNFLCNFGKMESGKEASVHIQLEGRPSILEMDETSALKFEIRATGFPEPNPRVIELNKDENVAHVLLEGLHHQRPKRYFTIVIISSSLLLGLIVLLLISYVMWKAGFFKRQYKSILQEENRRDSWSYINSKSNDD
VLA-4 antagonist: blocks LDV-FITC ligand binding to Mn2+-activated human VLA-4 integrin; P13612; Jurkat cells, LDV-FITC binding with Mn2+, flow cytometry; 100% = Mn2+-driven binding gain fully reversed; inhibition, % at 10 µM (by protocol); 0.2% of 24,000 active; AID 529;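 active means inhibition above 50%; inconclusive means compound itself fluorescent, judged against control cell fluorescence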;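 further: 0% = Mn2+ stimulated cells lacking compound and 100% = ligand binding without Mn2+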
Numbers without * were called inactive. Some of the compounds tested; rates above refer to the full screens.

Sample of the layout (4 entries):
COc1ccc(-n2c3c(cc(C(=O)N4CCC(C)CC4)c2=O)C(=O)CC(C)(C)C3)cc1 was read as Autofluor Jurkat 0.99, VLA-4 allo ag 1 and VLA-4 antagonist 1.
`COC(=O)c1ccc(OCC(O)CN2CCC(C)CC2)cc1` (configuration not stated) gave Autofluor Jurkat 1.1, Prostate diff 12, VLA-4 allo ag -6 and VLA-4 antagonist 6.
`COc1ccc(CCNC(=O)C2CCN(S(=O)(=O)c3cnc[nH]3)CC2)cc1OC` gave Autofluor Jurkat 0.98, Prostate diff 7, VLA-4 allo ag 0 and VLA-4 antagonist 9.
`COc1ccc(C(=O)Cn2c(N3CCCCC3)nc3c2c(=O)n(C)c(=O)n3C)cc1OC` gave Autofluor Jurkat 1.1, Prostate diff 12, VLA-4 allo ag -2 and VLA-4 antagonist -12.

This part in full (from the top)
COc1ccc(-n2c3c(cc(C(=O)N4CCC(C)CC4)c2=O)C(=O)CC(C)(C)C3)cc1 was read as Autofluor Jurkat 0.99, VLA-4 allo ag 1 and VLA-4 antagonist 1.
`COC(=O)c1ccc(OCC(O)CN2CCC(C)CC2)cc1` (configuration not stated) gave Autofluor Jurkat 1.1, Prostate diff 12, VLA-4 allo ag -6 and VLA-4 antagonist 6.
`COc1ccc(CCNC(=O)C2CCN(S(=O)(=O)c3cnc[nH]3)CC2)cc1OC` gave Autofluor Jurkat 0.98, Prostate diff 7, VLA-4 allo ag 0 and VLA-4 antagonist 9.
`COc1ccc(C(=O)Cn2c(N3CCCCC3)nc3c2c(=O)n(C)c(=O)n3C)cc1OC` gave Autofluor Jurkat 1.1, Prostate diff 12, VLA-4 allo ag -2 and VLA-4 antagonist -12.
`CCc1nccn1S(=O)(=O)c1ccc(C)c(C)c1` gave Autofluor Jurkat 1.1, Prostate diff 3, VLA-4 allo ag 2 and VLA-4 antagonist -12.
Cn1c(C(=O)O)c(CC(=O)Nc2ccccc2F)c2ccccc21 was read as Autofluor Jurkat 0.96, Prostate diff 19, VLA-4 allo ag 6 and VLA-4 antagonist -22.
COc1ccc2c(C)nc(Nc3nc(C)cc(C)n3)nc2c1 was read as Autofluor Jurkat 1.6, Prostate diff 7, VLA-4 allo ag 8 and VLA-4 antagonist -2.
For COc1cc(C(=O)NCc2nnc(SCC(=O)Nc3cc(C)cc(C)c3)o2)cc(OC)c1OC the results were Autofluor Jurkat 1, Prostate diff 6, VLA-4 allo ag -2 and VLA-4 antagonist 18.
`Cc1ccc(N2C(=O)C3C4C=CC(C4)C3C2=O)cc1C` (configuration not stated) gave Autofluor Jurkat 1.1, Prostate diff 14, VLA-4 allo ag -1 and VLA-4 antagonist -2.
For CCN(CC)C(=O)CSc1nc2ccc(NC(=O)CSc3nccn3C)cc2s1 the results were Autofluor Jurkat 1.1, Prostate diff 7, VLA-4 allo ag -8 and VLA-4 antagonist -6.
Screening Cc1ccc(C)c(N2CCN(C(=O)C3CCCN(S(=O)(=O)c4c(C)[nH]c(=O)[nH]c4=O)C3)CC2)c1 (configuration not stated) returned Autofluor Jurkat 1, Prostate diff 3, VLA-4 allo ag 0 and VLA-4 antagonist 2.
For c1ccc(CSc2nnc(-c3cccs3)n2Cc2ccco2)cc1 the results were Autofluor Jurkat 1.1, Prostate diff 27, VLA-4 allo ag -7 and VLA-4 antagonist 17.
c1ccc(CNc2ccc3c(c2)ncn3C2CCCCC2)nc1 was read as Autofluor Jurkat 1.1, Prostate diff 7, VLA-4 allo ag 4 and VLA-4 antagonist 8.
Screening CCCCOc1ccc(C(=O)NCc2ccco2)cc1 returned Autofluor Jurkat 1, Prostate diff 16, VLA-4 allo ag 1 and VLA-4 antagonist -20.
`O=C(Nc1ccc2c(c1)OCO2)c1cncc(Br)c1` gave Autofluor Jurkat 1, Prostate diff 3, VLA-4 allo ag 2 and VLA-4 antagonist -8.
Screening COc1cccc(OC)c1OCC(O)CN1CCN(c2ccccc2)CC1 (configuration not stated) returned Autofluor Jurkat 0.96, Prostate diff 12, VLA-4 allo ag 5 and VLA-4 antagonist -16.
Screening COc1ccccc1-c1nc(C(N)=O)c2[nH]c(=O)n(-c3cccc(C)c3)c2n1 returned Autofluor Jurkat 1.1, Prostate diff 4, VLA-4 allo ag -6 and VLA-4 antagonist 16.
For O=C(CSc1nnnn1-c1ccccc1)Nc1nsc(-c2ccc(Cl)cc2)n1 the results were Autofluor Jurkat 1.1, Prostate diff 21, VLA-4 allo ag -19 and VLA-4 antagonist 17.
For CCCCS(=O)(=O)N1CN(S(=O)(=O)CCCC)C2NC(=O)NC21 (configuration not stated) the results were Autofluor Jurkat 1, Prostate diff 6, VLA-4 allo ag 4 and VLA-4 antagonist -10.
Screening CCCCNc1cc(C(=O)O)cc(S(N)(=O)=O)c1Oc1ccccc1 returned Autofluor Jurkat 1, Prostate diff 3, VLA-4 allo ag 5 and VLA-4 antagonist -38.
`O=C(CCn1c(=O)oc2ccccc21)N1CCN(c2ccccc2F)CC1` gave Autofluor Jurkat 1.1, Prostate diff 6, VLA-4 allo ag 0 and VLA-4 antagonist -12.
Screening Cc1cc(-c2ccco2)n(CC(=O)NCCN(C)C)n1 returned Autofluor Jurkat 1.2, Prostate diff 3, VLA-4 allo ag 0 and VLA-4 antagonist 8.
`COC(=O)c1sc2cnccc2c1N` gave Autofluor Jurkat 1.1, Prostate diff 2, VLA-4 allo ag 0 and VLA-4 antagonist -22.
`COC(=O)c1ccccc1NC(=O)c1cc(-c2ccc(OC)c(OC)c2)on1` gave Autofluor Jurkat 1.1, Prostate diff 15, VLA-4 allo ag 1 and VLA-4 antagonist -6.
`Cc1c(C(=O)NCc2cccnc2)oc2ccc(S(=O)(=O)N3CCCC(C)C3)cc12` (configuration not stated) gave Autofluor Jurkat 1.1, Prostate diff 1, VLA-4 allo ag -12 and VLA-4 antagonist 6.
CCOc1ccc(-c2nnn(CCC(=O)O)n2)cc1OC was read as Autofluor Jurkat 0.99, Prostate diff 4, VLA-4 allo ag 6 and VLA-4 antagonist -17.
`Cc1noc(C)c1CSc1nnc2scc(-c3ccc(Cl)cc3)n12` gave Autofluor Jurkat 1.1, Prostate diff 11, VLA-4 allo ag 7 and VLA-4 antagonist -1.
For COCCCNC(=O)CSc1ccc(Cl)cc1 the results were Autofluor Jurkat 1, Prostate diff 3, VLA-4 allo ag 3 and VLA-4 antagonist -2.
CC(=O)Nc1ccc(S(=O)(=O)N2CCN(CCC#N)CC2)cc1 was read as Autofluor Jurkat 0.94, Prostate diff 3, VLA-4 allo ag 3 and VLA-4 antagonist 3.
`Clc1ccc(C2=Nn3c(nnc3-c3n[nH]c4c3CCC4)SC2)cc1Cl` gave Autofluor Jurkat 1.1, Prostate diff 4, VLA-4 allo ag -8 and VLA-4 antagonist 25.
For COCCOC(=O)c1[nH]c2c(c1C)C(=O)CC(c1ccc(F)cc1)C2 (configuration not stated) the results were Autofluor Jurkat 0.88, Prostate diff 2, VLA-4 allo ag 7 and VLA-4 antagonist -15.
COc1ccccc1NC(=O)C1=C(C)Nc2nc(-c3cccs3)nn2C1c1cccnc1 (configuration not stated) was read as Autofluor Jurkat 1, Prostate diff 7, VLA-4 allo ag 0 and VLA-4 antagonist 2.
For COc1ccc(C2C(=O)N(CCc3ccccc3)CC(=O)N2C2CCCC2)cc1 (configuration not stated) the results were Autofluor Jurkat 1.1, Prostate diff 9, VLA-4 allo ag 0 and VLA-4 antagonist 5.
`O=C(Nc1ccon1)c1cnc2sccn2c1=O` gave Autofluor Jurkat 2.5*, Prostate diff 12, VLA-4 allo ag inconclusive and VLA-4 antagonist inconclusive.
Screening Cc1noc(C)c1S(=O)(=O)N1CCC(Cc2ccccc2)CC1 returned Autofluor Jurkat 1.1, Prostate diff 19, VLA-4 allo ag -1 and VLA-4 antagonist -4.
Screening O=C(CS(=O)(=O)c1cn(Cc2ccc(F)cc2)c2ccccc12)N1CCCCC1 returned Autofluor Jurkat 1, Prostate diff 10, VLA-4 allo ag 7 and VLA-4 antagonist -18.
Cn1c(Cc2csc(N)n2)nnc1SCC(=O)NC1CCCCC1 was read as Autofluor Jurkat 1, Prostate diff 10, VLA-4 allo ag 8 and VLA-4 antagonist -28.
For Cc1noc(C)c1C(=O)Nc1nnc(-c2ccccc2)s1 the results were Autofluor Jurkat 1, Prostate diff 2, VLA-4 allo ag 11 and VLA-4 antagonist -25.
CCOC(=O)C1=C(C)N=C2SC(CC)C(=O)N2C1c1cccc(F)c1 (configuration not stated) was read as Autofluor Jurkat 1.8, Prostate diff 16, VLA-4 allo ag inconclusive and VLA-4 antagonist inconclusive.
Cc1ccc(NC(=O)C2CCCN(S(=O)(=O)c3c(C)noc3/C=C/N(C)C)C2)cc1F (configuration not stated) was read as Autofluor Jurkat 1.2, Prostate diff 20, VLA-4 allo ag -8 and VLA-4 antagonist 17.
`COc1ccccc1C1CC(c2ccc(C)cc2)Nc2ncnn21` (configuration not stated) gave Autofluor Jurkat 1, Prostate diff 11, VLA-4 allo ag 1 and VLA-4 antagonist -16.
O=C(NC(=O)c1ccc(Cl)c(Cl)c1)OC1CCS(=O)(=O)C1 (configuration not stated) was read as Autofluor Jurkat 0.93, Prostate diff 6, VLA-4 allo ag 0 and VLA-4 antagonist -4.
`Cc1nn(-c2nc3ccccc3[nH]2)c(N)c1-c1ccccc1` gave Autofluor Jurkat 1, Prostate diff 8, VLA-4 allo ag -5 and VLA-4 antagonist 4.
CCN(CC)CCCNC(=O)c1cc2c(=O)n(C)c3ccccc3c2n1C was read as Autofluor Jurkat 1.1, Prostate diff 6, VLA-4 allo ag -2 and VLA-4 antagonist 1.
For CCOC(=O)N1CCN(C(=O)c2oc3ccc(S(=O)(=O)N4CCCCCC4)cc3c2C)CC1 the results were Autofluor Jurkat 1.2, Prostate diff 5, VLA-4 allo ag inconclusive and VLA-4 antagonist inconclusive.
`N#CC1=C(N)Oc2cc(O)ccc2C1C1CCCCC1` (configuration not stated) gave Autofluor Jurkat 1.2, Prostate diff 7, VLA-4 allo ag -15 and VLA-4 antagonist -8.
Cn1c2c(c(=O)n(C)c1=O)C1c3ccccc3OCC1C(C)(C)O2 (configuration not stated) was read as Autofluor Jurkat 1.1, Prostate diff 2, VLA-4 allo ag -2 and VLA-4 antagonist 9.
Screening CCc1c(C)nc(N)n2c(SCC(=O)N3CCCc4ccccc43)nnc12 returned Autofluor Jurkat 1, Prostate diff 21, VLA-4 allo ag 5 and VLA-4 antagonist -28.
Screening CCC(C)N(CCNC(=O)CC1Oc2ccc(C)cc2NC1=O)C1CCCCC1 (configuration not stated) returned Autofluor Jurkat 0.94, Prostate diff 11, VLA-4 allo ag inconclusive and VLA-4 antagonist inconclusive.
For COC(=O)c1ccc(Oc2nc(C)cc(Oc3ccccc3)n2)cc1 the results were Autofluor Jurkat 1.1, Prostate diff 11, VLA-4 allo ag -2 and VLA-4 antagonist 0.
O=C(c1ccc(CNc2c(N3CCOCC3)c(=O)c2=O)cc1)N1CC=C(c2ccccc2)CC1 was read as Autofluor Jurkat 1.1, Prostate diff 14, VLA-4 allo ag -4 and VLA-4 antagonist 10.
Screening CCOC(=O)C1CCN(C(=O)Nc2ccc(Cl)cc2Cl)CC1 returned Autofluor Jurkat 0.98, Prostate diff 11, VLA-4 allo ag 8 and VLA-4 antagonist -32.
For COc1ccc(-n2nnc3c(=O)n(Cc4cccc(C)c4)cnc32)cc1 the results were Autofluor Jurkat 1.1, Prostate diff 5, VLA-4 allo ag -5 and VLA-4 antagonist -8.
`COc1ccc(N2C(=O)C3CCCN3C2c2cccc(OC)c2)cc1` (configuration not stated) gave Autofluor Jurkat 1, Prostate diff 5, VLA-4 allo ag 4 and VLA-4 antagonist -7.
For CCOC(=O)c1[nH]c(C)c(C(=O)NCc2ccc(C)cc2)c1C the results were Autofluor Jurkat 0.94, Prostate diff 5, VLA-4 allo ag 5 and VLA-4 antagonist 8.
For Clc1ccc(-n2ncc3c(NCCCn4ccnc4)ncnc32)cc1 the results were Autofluor Jurkat 0.96, Prostate diff 11, VLA-4 allo ag 2 and VLA-4 antagonist 4.
Screening Clc1cc2c(c(Cn3cnc4ccccc43)c1)OCOC2 returned Autofluor Jurkat 1.1, Prostate diff 6, VLA-4 allo ag -10 and VLA-4 antagonist -12.
`Cc1oc(-c2ccc(Cl)cc2)nc1CN1CCCC(C(=O)N2CCc3ccccc32)C1` (configuration not stated) gave Autofluor Jurkat 1.1, Prostate diff 5, VLA-4 allo ag -10 and VLA-4 antagonist 59*.
`CCN(C(=O)c1cc2cc3ccc(C)cc3nc2o1)c1ccc(OC)cc1` gave Autofluor Jurkat 1.1, Prostate diff 4, VLA-4 allo ag -17 and VLA-4 antagonist 13.
COc1ccc(CCNC(=O)C2CCCN(Cc3nc(-c4cccc(Cl)c4)oc3C)C2)cc1OC (configuration not stated) was read as Autofluor Jurkat 1, Prostate diff 5, VLA-4 allo ag 4 and VLA-4 antagonist 19.
Cn1c(=O)[nH]c(=O)c2c1nc(N1CCNCC1)n2Cc1cccc2ccccc12 was read as Autofluor Jurkat 1, Prostate diff 8, VLA-4 allo ag -4 and VLA-4 antagonist 0.
